Pin1 inh – inhibitors of human Pin1; Pin1 FP peptide displacement, HiFluor488, 10 min; actives 0.009% (n = 390,000); Potency, µM (titrated, usually from 115 µM), for the others: at the highest dose activity, negative = inhibition, usual class: inhibitors; Q13526; active = well fitted inhibition curve with a large enough effect in the polarisation, with a control signal flat, not every such curve was filed as active; inconclusive = small, poorly fitted or top-dose-only effect, or effect the other way, or a change in a side signal; inactive = no such curve, though single readings can be large or run the other way; the % refers to the polarisation; note: potency is the fitted concentration of half-maximal effect; % is set by controls: 0 for no effect and ±100 for the full control effect
Target sequence (Q13526 whole entry, looked up): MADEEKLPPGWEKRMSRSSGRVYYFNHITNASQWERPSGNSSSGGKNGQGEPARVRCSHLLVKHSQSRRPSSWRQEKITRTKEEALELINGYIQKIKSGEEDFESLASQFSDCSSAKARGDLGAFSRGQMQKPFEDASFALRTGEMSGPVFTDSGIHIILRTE
Tb PGK inh – inhibitors of T. brucei phosphoglycerate kinase; P07378; PGK/GAPDH coupled, Kinase-Glo luminescence, 60 min; Potency, µM (series often up to 57.5 µM), for inactives: top-dose activity change, negative = inhibition, actives largely listed as inhibitors; actives 0.043% (n = 380,000); note: potency is the fitted concentration of half-maximal effect; % is set by controls: 0 for no effect and ±100 for the full control effect; nearly all actives have a fitted effect of over 60% in size
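Luminescent ATP detection (Kinase-Glo Plus) follows a 60-minute room-temperature incubation, with wells lacking PGK as controls. Buffer: 100 mM TEA (pH 7.6), 5 mM MgCl2, 0.01% Tween-20. Coupling enzyme GAPDH (100 nM final) supplies unstable 1,3-BPG in-well.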
POLH inh – blocks human DNA polymerase eta activity; Q9Y253; recombinant Pol eta, fluorescent DNA replication assay; Potency, µM (highest dose often 114 µM), inactives show at the highest dose activity change, negative = inhibition, most hits filed as inhibitors; actives 1.2% (n = 390,000); note: potency is the fitted concentration of half-maximal effect; % is set by controls: 0 for no effect and ±100 for the full control effect
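Fluorescent replication assay: 50 nM final substrate added after a 15 min room-temperature compound preincubation with 10 nM enzyme. Signal taken at 0 min and again at 10 min.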
GLS inh – inhibitors of human glutaminase (GLS); Potency, µM (titrated, usually from 45.5 µM), inactives show at the top dose activity change, negative = inhibition, hits mostly inhibitors; GLS enzymatic activity, qHTS titration; AID 624170; O94925; actives 0.21% (n = 410,000); note: potency is the fitted concentration of half-maximal effect; % is set by controls: 0 for no effect and ±100 for the full control effect
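hKGA in 45 mM KH2PO4 pH 8.2, 0.02% Tween-20 with pin-transferred compounds; 1 mM L-glutamine (stock) plus glutamate oxidase/HRP/Amplex Red coupling added. Fluorescence read initially and after 30 min at RT.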
JMJD2A Tudor – blocks the human JMJD2A Tudor domain. O75164. AlphaScreen JMJD2A-Tudor / H3K4me3 peptide binding. Potency, µM (series often up to 114 µM), without a hit: at the top dose activity change, negative = inhibition, usual class: inhibitors. actives 4.4% (n = 390,000). AID 504339; note: potency is the fitted concentration of half-maximal effect; % is set by controls: 0 for no effect and ±100 for the full control effect; nearly all actives have a fitted effect of over 50% in size
G9a inh – inhibitors of human histone lysine methyltransferase G9a | Potency, µM (titrated, usually from 102 µM), without a hit: at the highest dose activity, negative = inhibition, hits mostly inhibitors | G9a H3K9 monomethylation, AlphaScreen, 2 h | Q96KQ7 | actives 8.8% (n = 350,000); note: potency is the fitted concentration of half-maximal effect; % is set by controls: 0 for no effect and ±100 for the full control effect; nearly all actives have a fitted effect of over 75% in size
Target sequence (Q96KQ7 913-1193 limits assumed): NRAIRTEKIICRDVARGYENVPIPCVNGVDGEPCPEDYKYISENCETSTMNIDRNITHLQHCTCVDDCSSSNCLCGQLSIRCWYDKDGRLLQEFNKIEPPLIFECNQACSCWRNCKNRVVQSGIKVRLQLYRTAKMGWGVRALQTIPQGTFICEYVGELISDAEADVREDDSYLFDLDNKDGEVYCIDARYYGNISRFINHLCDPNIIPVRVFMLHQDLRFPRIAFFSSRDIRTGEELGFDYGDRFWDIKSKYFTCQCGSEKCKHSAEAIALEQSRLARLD
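AlphaScreen detection with an anti-monomethyl H3K9 antibody quantified product after a 2 h room-temperature reaction containing 500 nM biotinylated H3K9 peptide, 20 µM SAM and 20 nM enzyme, which had been preincubated 15 min with compound.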
HP1b binding inh – blocks HP1-beta chromodomain binding to methylated histone tails. P83916. AlphaScreen HP1-beta / biotin-H3K9me3 peptide binding. Potency, µM (titrated, usually from 114 µM), for the others: top-dose activity change, negative = inhibition, actives largely listed as inhibitors. actives 0.56% (n = 390,000); note: potency is the fitted concentration of half-maximal effect; nearly all actives have a fitted effect of over 70% in size; inactives centre near 23
Target sequence (P83916 whole entry, looked up): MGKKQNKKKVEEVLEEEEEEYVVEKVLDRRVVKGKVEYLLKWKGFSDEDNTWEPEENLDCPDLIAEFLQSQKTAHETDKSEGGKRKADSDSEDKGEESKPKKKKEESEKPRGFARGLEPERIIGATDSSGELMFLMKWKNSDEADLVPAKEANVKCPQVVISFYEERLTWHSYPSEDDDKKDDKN
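HP1-beta protein (50 nM final) preincubated 30 min at room temperature with biotinylated H3(1-18)K9me3 peptide (50 nM) in PBS pH 7.4, 0.01% Tween-20, then compound added for 30 min. AlphaScreen streptavidin donor/nickel chelate acceptor beads (10 ug/mL final), 30 min dark, luminescence read.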
PI4K2A block – PI4K2A (human) kinase inhibition | purified PI4K2A, ADP-Glo luminescence, 1 h; active compounds read low | Q9BTU6 | actives 0.13% (n = 420,000) | activity change, negative = inhibition, % at 76.9 µM; in the data active = activity change below about -50%; inconclusive = mostly about -30% to -49%;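 note: -100% = wells without enzyme as full effect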
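PI4K2A activity was measured by ADP-Glo luminescence: enzyme (4 ug/mL stock) and phosphatidylinositol (1.2 mM stock) in Tris pH 7.5/MgCl2/EGTA/Triton X-100 buffer were reacted with ATP (300 microM stock) for one hour at ambient temperature.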
BAZ2B block – BAZ2B (human) inhibition; AlphaScreen BAZ2B-H3K14Ac peptide displacement; Potency, µM (series often up to 114 µM), without a hit: top-dose activity change, negative = inhibition, actives largely listed as inhibitors; actives 4.4% (n = 360,000); AID 504333; note: potency is the fitted concentration of half-maximal effect; % is set by controls: 0 for no effect and ±100 for the full control effect; nearly all actives have a fitted effect of over 60% in size
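AlphaScreen luminescence quantifies BAZ2B engagement of H3K14Ac peptide; the protein and biotinylated peptide are both at 50 nM final, buffer PBS pH 7.4 with 0.01% Tween-20, all steps at room temperature.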
Active calls of the source: *; i = inactive; ? = inconclusive; · = not tested or not shown; [ ] = dose if it differs, or a comment. Unless noted, calls come from the whole dose curve; as a rule, active = well fitted curve in the direction sought with a large enough effect; inconclusive = small, poorly fitted or top-dose-only effect, or another doubt; inactive = no such curve, though single readings can be large; an effect the other way counts as inactive or inconclusive.

SMILES	Pin1 inh	Tb PGK inh	POLH inh	GLS inh	JMJD2A Tudor	G9a inh	HP1b binding inh	PI4K2A block	BAZ2B block
CC(=O)c1cn(S(=O)(=O)c2ccccc2)c2ccccc12	-6%	-5%	-26%	-2%	-2%	1%[59 µM]	31%	6	4%
O=S(=O)(c1ccccc1)N1CCN(C(=S)Nc2ccccc2Cl)CC1	16%	-12%	-17%	12%	-20%	·	13%	-2	-17%
COc1ccc(C(=O)Nn2c(C)nc3ccccc3c2=O)cc1Br	2%	·	2%	14%	3%	8%	24%	-4	-13%
O=C(COC(=O)CNC(=O)c1ccccc1F)NCCNC(=O)COC(=O)CNC(=O)c1ccccc1F	3%	-5%	-6%	-7%	-1%	-1%[0.501 µM]	26%	2	5%
COc1ccc(NC(=O)C2CCN(c3ncnc4c3nc3n4CCCCC3)CC2)c(OC)c1	-10%	i	-11%	-4%	-16%	-20%	27%	0	?
COC(=O)c1c(NC(=O)C(=O)NCCCN2CCOCC2)sc2c1CCC2	0%	6%	-9%	14%	-30%	-11%[59 µM]	24%	-6	-28%
CCOC(=O)C1(Cc2cccc(OC)c2)CCCN(Cc2nccn2CC)C1 (stereo not drawn)	0%	-4%	-15%	6%	-21%	-4%	12%	-3	-24%
CC(=O)Nc1ccc(NC(=O)CC2SC(=O)N(CC(=O)c3ccccc3)C2=O)cc1 (stereo not drawn)	-7%	-9%	-15%	11%	0%	-6%	42%[activator]	4	-11%
CC(C)CN(C(=O)COC(=O)Cc1c[nH]c2ccccc12)C1CCS(=O)(=O)C1 (stereo not drawn)	5%	0%	11%	16%	?	-28%[59 µM]	?	1	13%
Cc1ncc2c(n1)NC(=O)NC2	2%	5%	-9%	-3%	-7%	·	14%	-1	·
CCOc1ccc(S(=O)(=O)NCCC(=O)N2CCCC(C)C2)cc1 (stereo not drawn)	-2%	-2%	-11%	18%	1%	-2%	47%[activator]	3	12%
Cc1ccc(CNC(=O)CCCC(=O)Nc2cc(C)on2)cc1	1%	-1%	-6%	-5%	16µM*	·	?	3	-7%
O=C(NC1CCCCC1)c1cccc(NC(=O)c2ccccc2Cl)c1	·	2%	-14%	5%	·	·	·	-1	·
CSc1ccc(C#N)cc1NC(=O)c1cccc(Cl)c1	4%	i	-11%	-18%	31%	25%	28%	5	7%
OC[C@H]1O[C@@H](n2cnc3c(NCc4ccco4)ncnc32)[C@H](O)[C@@H]1O	-4%	4%	-4%	-2%	-19%	·	33%	-6	·

Some values from the list:
Pin1 inh with `O=C(COC(=O)CNC(=O)c1ccccc1F)NCCNC(=O)COC(=O)CNC(=O)c1ccccc1F` → 3%
PI4K2A block with `CC(=O)c1cn(S(=O)(=O)c2ccccc2)c2ccccc12` → 6
Tb PGK inh with `CCOc1ccc(S(=O)(=O)NCCC(=O)N2CCCC(C)C2)cc1` (stereo not drawn) → -2%
GLS inh with `CC(C)CN(C(=O)COC(=O)Cc1c[nH]c2ccccc12)C1CCS(=O)(=O)C1` (stereo not drawn) → 16%
Pin1 inh with `CSc1ccc(C#N)cc1NC(=O)c1cccc(Cl)c1` → 4%

Other results follow.
SMILES	Pin1 inh	Tb PGK inh	POLH inh	GLS inh	JMJD2A Tudor	G9a inh	HP1b binding inh	PI4K2A block	BAZ2B block
CCCCC[C@@H]1C=C(C(=O)O)[C@H](c2ccc(OC)c(OC)c2)N1S(=O)(=O)c1ccc(C)cc1	7%	-3%	-12%	8%	-9%	·	19%	-3	·
CCCn1c(=N)c(S(=O)(=O)c2ccccc2)cc2c(=O)n3ccccc3nc21	?	-4%	-15%	-14%	-3%	·	19%	2	2%
Cc1ccc(C(=O)N2CCN(c3ncccn3)CC2)o1	-20%	i	-7%	-9%	-8%	31%	29%	-1	3%
Cc1ccc(C(=O)Nc2nc3nc(C)cc(=O)n3[nH]2)cc1	-18%	-11%	1%	-9%	?	12%[59 µM]	-9%	1	-4%
Cc1ccc(C23CC4CC(CC(C(=O)N(C)C)(C4)C2)C3)cc1	-3%	-9%	-7%	?	6%	-1%	19%	-11	13%
S=C(NCCCc1ccccc1)Nc1ccc(Br)cc1	-2%	-4%	-19%	-5%	7%	59%[activator][59 µM]	69%[activator]	17	-4%
CCOC(=O)N1CCN(C(=O)C2CCN(CC3CCCCC3)CC2)CC1	2%	2%	-7%	5%	8.9µM*	35µM*	-14%	-2	-26%
NNC(=O)C1=NOC(CNc2ncc(C(F)(F)F)cc2Cl)C1 (stereo not drawn)	-5%	-5%	1%	21%	-9%	?	38%[activator]	3	2%
O=C(C1CCC(=O)N(C2CC2)C1)N1CCN(c2ccccc2Cl)CC1 (stereo not drawn)	0%	-2%	-5%	0%	8%	14%	37%	9	-21%
Cc1[nH]c(SCC(=O)c2c(N)n(C)c(=O)n(C)c2=O)nc1Cc1ccccc1	-2%	-4%	-9%	0%	-19%	·	26%	3	·
Cc1ccc2nc(NC(=O)CN3C(=O)C4CC=CCC4C3=O)sc2c1 (stereo not drawn)	-4%	-1%	-3%	17%	-15%	?	18%	5	-18%
Cc1ccc(Nc2nc(-c3ccc(F)cc3)cs2)nc1	2%	-3%	-14%	1%	2%	-2%[59 µM]	36%	-7	-24%
O=C(Nc1ccc2ccccc2c1)c1ccc(Cl)cc1Cl	-4%	-7%	2%	-2%	-2%	4%	46%[activator]	-9	1%
Nc1cc(OC(=O)c2cccs2)nn1S(=O)(=O)c1ccc(F)cc1	?	-7%	17%	35%[activator]	-21%	20%[2.33 µM]	39%[activator]	29	2%
CCn1c(-c2ccccc2)c(C(=O)O)c2ccccc21	-10%	-2%	-8%	5%	6%	·	35%	-14	-12%

Results in GLS inh (7 entries from above):
compound	GLS inh
CCCn1c(=N)c(S(=O)(=O)c2ccccc2)cc2c(=O)n3ccccc3nc21	-14%
Nc1cc(OC(=O)c2cccs2)nn1S(=O)(=O)c1ccc(F)cc1	35%[activator]
O=C(C1CCC(=O)N(C2CC2)C1)N1CCN(c2ccccc2Cl)CC1 (stereo not drawn)	0%
CCCCC[C@@H]1C=C(C(=O)O)[C@H](c2ccc(OC)c(OC)c2)N1S(=O)(=O)c1ccc(C)cc1	8%
COC(=O)c1c(NC(=O)C(=O)NCCCN2CCOCC2)sc2c1CCC2	14%
O=C(NC1CCCCC1)c1cccc(NC(=O)c2ccccc2Cl)c1	5%
Cc1ccc2nc(NC(=O)CN3C(=O)C4CC=CCC4C3=O)sc2c1 (stereo not drawn)	17%

Two compounds drawn at random from the list so far, as already listed:
SMILES	Pin1 inh	Tb PGK inh	POLH inh	GLS inh	JMJD2A Tudor	G9a inh	HP1b binding inh	PI4K2A block	BAZ2B block
Cc1ccc(C(=O)N2CCN(c3ncccn3)CC2)o1	-20%	i	-7%	-9%	-8%	31%	29%	-1	3%
Cc1ccc2nc(NC(=O)CN3C(=O)C4CC=CCC4C3=O)sc2c1 (stereo not drawn)	-4%	-1%	-3%	17%	-15%	?	18%	5	-18%

New compounds follow.
SMILES	Pin1 inh	Tb PGK inh	POLH inh	GLS inh	JMJD2A Tudor	G9a inh	HP1b binding inh	PI4K2A block	BAZ2B block
Cc1nc(-c2ccc(S(=O)(=O)NCc3ccc(OC(C)C)cc3)cc2)co1	4%	i	-7%	-9%	-13%	3%[59 µM]	19%[57 µM]	-1	1%
NC(=O)COC(=O)c1ccc(S(=O)(=O)NCc2ccco2)cc1	-2%	-29%	35µM*	145%[activator]	?	?	-14%	-7	?
COCCCNC(=O)Cn1cnc2c(OCc3ccccc3)ncnc21	2%	1%	0%	6%	-7%	·	20%	4	·
O=C(NCCN1C(=O)S/C(=C\c2ccc(Cl)c(Cl)c2)C1=O)c1ccc2c(c1)C(=O)N(Cc1ccncc1)C2=O	36%[activator]	7%	4%	11%	-18%	-1%[59 µM]	9%	1	16%
O=C(Cc1cccs1)NCc1ccccc1Br	0%	i	-7%	-33%	-14%	9%	48%[activator]	-10	8%
Cc1nc(N)nc(N)c1Oc1ccc(Cl)cc1	0%	3%	-1%	2%	-13%	·	9%[57 µM]	-4	·
CC(=O)NCCc1nc2cc(NC(=O)c3cccs3)ccc2n1C	-2%	-4%	-24%	-3%	-7%	-1%[59 µM]	38%	0	-19%
CC1O[C@@H](O[C@H](C)CC[C@@H](C)O[C@H]2OC(C)[C@@H](O)C[C@H]2O)C(O)C[C@H]1O (stereo partly drawn)	3%	-7%	-16%	1%	-19%	22%[2.33 µM]	20%	-1	10%
COc1ccc(-c2csc(N(CCCN(C)C)C(=O)c3ccccc3Cl)n2)cc1	-6%	i	-18%	1%	?	·	-10%	-4	·
COCC(=O)Nc1c(C(=O)N2CCCC2)oc2ccccc12	-3%	2%	1%	-1%	-8%	32%	21%	-3	7%
O=C(NCC1(N2CCCCC2)CCCCC1)c1ccc(NS(=O)(=O)c2ccccc2)cc1	1%	8%	-6%	11%	-4%	-2%[12.7 µM]	15%	-1	10%
COC(=O)c1c(C)[nH]c(C(=O)/C=C/c2cccc(Cl)c2)c1C	0%	-10%	-21%	3%	-9%	13%[59 µM]	24%	0	-5%
COc1ccc(OCC(=O)N2CCN(C(=O)c3cccc4ccccc34)CC2)cc1	0%	-8%	-4%	0%	-26%	-20%[59 µM]	20%	-3	-3%
O=S(=O)(Nc1ccc(S(=O)(=O)Nc2ncccn2)cc1)c1ccc(Cl)cc1	-11%	-9%	-19%	0%	-12%	?	16%	2	6%

Screening results: PubChem, National Center for Advancing Translational Sciences (NCATS)

Only part of the results is shown; rates above refer to the full screens.
